Vif inh – inhibitors of HIV Vif; HEK293T cells, Vif self-association by quenched fluorescence, imaging, 24 h; inhibition, % at 7.49 µM; actives 0.35% (n = 340,000); in the data active = inhibition above about 50%, passing the limit was not always enough; also: some results filed as inactive read as strong as hits
MC4R ag barr – activates human MC4R beta-arrestin recruitment; P32245; U2OS MC4R beta-arrestin complementation, luminescence; percent of melanotan II response, DMSO zero; actives 0.98% (n = 360,000); activation, % at 8.9 µM;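 active = activation above a per-plate cutoff, the mean activation of sample wells on that plate plus 3 SD, cut at about 8% in these data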
MC4R antagonist – human MC4R antagonism in cAMP assay; MC4R-expressing cells, MTII-stimulated cAMP, LANCE TR-FRET; inhibition, % at 6.5 µM; actives 0.48% (n = 360,000); P32245; AID 540295;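 active = inhibition above its plate's cutoff, the mean of tested wells on that plate plus 3 SD, cut at about 29% in these data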;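 also: 0% = Melanotan II alone and 100% = Melanotan II plus saturating MCL0020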
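Assay system: U2OS-MC4R stable cell line; Also added: Melanotan II; Technique: Eu-cAMP/anti-cAMP TR-FRET, emission 671 nm; Times: 30-min compound, 1-h challenge, 1-h detection, room temperature.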
Granule exo inh – blocks lytic granule exocytosis; TALL-104 LAMP-1 surface exposure, flow cytometry; cells stimulated with thapsigargin and PMA; inhibition, % at 10 µM; AID 651702; actives 0.66% (n = 360,000);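 active = inhibition above about 55%, limit read from the data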
aDG glyco act – increases alpha dystroglycan glycosylation; activation, % at 10 µM; AID 624168; actives 0.22% (n = 360,000); Pro5-aDG cells, alpha-DG glycosylation AlphaScreen (IIH6); 0% Pro5, 100% B10-LARGE cell signal;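 active = activation of at least 8% versus controls, or a plate z-score of at least 8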;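 also: Pro5 are CHO cells carrying HIG-tagged alpha-DG that lacks glycosylation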
ABHD5-PLIN5 inh – ABHD5-PLIN5 protein interaction inhibition | Q00G26+Q8WTS1 | Split G. princeps luciferase complementation, luminescence, 4 h | inhibition, % at 4 µM | actives 0.78% (n = 360,000) | AID 602281;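 active = inhibition above the mean inhibition across every tested compound plus 3 SD, cut at about 22% in these data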;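 also: 0% = DMSO only wells and the 100% control is not disclosed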
TLR9-MyD88 block – TLR9-MyD88 interaction inhibition; Q9NR96+Q99836; CHO BLA complementation TLR9-MyD88, CCF4 FRET ratio; inhibition, % at 4.98 µM; actives 0.21% (n = 340,000); AID 504734;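 active = inhibition above the mean over all tested compounds plus 3 SD, cut at about 21% in these data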;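 also: 0% = DMSO only wells and 100% = clavulanate BLA inhibitor control wells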
N-glyco inh – blocks N-linked glycosylation in D54 reporter cells; actives 0.23% (n = 360,000); D54 ERlucT glycosylation luciferase reporter, 24 h; percent of 100 nM tunicamycin response; reporter increase, % at 12.5 µM;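 active = mean luciferase reporter signal, scaled so untreated is 0 and the glycosylation-blocking control 100, at or above a set limit in every replicate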;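 also: luciferase carries N-glycosylation sites so blocking glycosylation raises the light; 0% = median of neutral control wells and 100% = median of 100 nM tunicamycin wells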
ABCB6 inh MLPCN – human ABCB6 transporter inhibition. fluorescence ratio to DMSO, % at 10 µM. actives 0.19% (n = 360,000). AID 602162. Q9NP58. K562-ABCB6 porphyrin accumulation, flow cytometry, 1 h; hits give low values;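 active = fluorescence ratio to DMSO below 75%, the collection mean minus 3 SD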;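 also: signal is porphyrin accumulated inside mitochondria; 100% equals median channel fluorescence of DMSO control wells; lower ratio means ABCB6 inhibition with less porphyrin fluorescence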
Target sequence (Q9NP58 whole entry, looked up): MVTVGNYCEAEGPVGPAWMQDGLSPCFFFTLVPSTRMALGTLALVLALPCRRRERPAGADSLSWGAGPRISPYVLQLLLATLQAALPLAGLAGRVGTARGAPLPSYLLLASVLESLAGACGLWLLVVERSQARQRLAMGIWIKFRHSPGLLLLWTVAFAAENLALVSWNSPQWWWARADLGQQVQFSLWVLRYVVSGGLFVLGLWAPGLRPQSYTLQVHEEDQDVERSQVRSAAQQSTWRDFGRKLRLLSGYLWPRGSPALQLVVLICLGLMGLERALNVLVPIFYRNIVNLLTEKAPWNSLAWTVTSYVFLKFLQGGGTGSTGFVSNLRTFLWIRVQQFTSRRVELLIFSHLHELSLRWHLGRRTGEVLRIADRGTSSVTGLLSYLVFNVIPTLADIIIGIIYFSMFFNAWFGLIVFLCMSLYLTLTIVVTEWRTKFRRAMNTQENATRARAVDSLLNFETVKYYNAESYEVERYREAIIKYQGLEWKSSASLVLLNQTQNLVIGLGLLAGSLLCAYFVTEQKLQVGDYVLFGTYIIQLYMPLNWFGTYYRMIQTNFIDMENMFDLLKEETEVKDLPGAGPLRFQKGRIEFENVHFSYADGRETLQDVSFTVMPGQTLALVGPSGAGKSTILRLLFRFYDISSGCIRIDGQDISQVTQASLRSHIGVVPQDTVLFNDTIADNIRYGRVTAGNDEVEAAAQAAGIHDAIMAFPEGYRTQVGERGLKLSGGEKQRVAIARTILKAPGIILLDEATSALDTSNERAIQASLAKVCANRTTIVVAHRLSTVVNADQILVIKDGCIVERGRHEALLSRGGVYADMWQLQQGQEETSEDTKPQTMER
NOD2 RIPK2 PPI – inhibitors of human NOD2-RIPK2 interaction. inhibition, % at 4.98 µM. actives 0.38% (n = 360,000). O43353. CHO BLA complementation NOD2-RIPK2, CCF4 ratio; in the data active = inhibition above about 21%;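 also: 0% = vehicle only and 100% = reference blocker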
Active calls of the source: *; nt = no result given. A portion of the library; the hit share may differ from the screen's.

1) COc1ccccc1OCC(=O)Nc1nc(C)c(C)s1
2) CC1CC(C)CN(C(=O)CN2C(=O)NC(c3ccccc3)(c3ccccc3)C2=O)C1 (stereo not given)
3) CN1CCN(C(=O)C2CC(=O)N(c3ccc(Cl)cc3)C2)CC1 (stereo not given)
4) O=[N+]([O-])c1cc2c(cc1C=Nc1ccccc1)OCO2
5) Cc1ccc(NC(=S)NNC(=O)Cn2nc([N+](=O)[O-])cc2C)cc1
6) COc1ccccc1NC(=O)N(CCCN1CCOCC1)Cc1cc2cc3c(cc2[nH]c1=O)OCO3
7) Cc1cccc(C(C)C)c1NC(=O)C1CN(S(=O)(=O)c2ccccc2)CCN1S(=O)(=O)c1ccccc1 (stereo not given)
8) CCS(=O)(=O)N1CCN(c2ccc(C(=O)NC3C4CC5CC(C4)CC3C5)cc2[N+](=O)[O-])CC1 (stereo not given)
screen / no.,1,2,3,4,5,6,7,8
ABCB6 inh MLPCN,92,94,101,93,102,122,103,94
aDG glyco act,0.1,0.0,0.1,-0.1,0.0,0.1,0.0,0.4
Granule exo inh,-14,2,0,13,0,-4,3,6
MC4R antagonist,-3,1,11,1,-2,2,28,14
TLR9-MyD88 block,-10,10,-5,1,0,-3,-7,-6
MC4R ag barr,0.2,-2.5,-0.6,-1.2,-2.9,1.5,1.6,1.8
N-glyco inh,-9,0,1,4,2,2,-2,-7
NOD2 RIPK2 PPI,-8,4,-8,-4,-5,-17,-6,-5
ABHD5-PLIN5 inh,8,34*,6,-9,-2,2,8,-3
Vif inh,20,-1,-1,-5,-11,7,1,-2

9) O=C(Cc1c(O)c2ccccc2oc1=O)c1ccc(F)cc1
10) O=C(Nc1ccc(N2CCOCC2)cc1)c1cccnc1
11) CCOC(=O)c1c(NC(=O)C2=C(C)NC(=S)NC2c2ccc(C)cc2)sc(C)c1C (stereo not given)
12) Cn1c(=O)cc(OCCCC(=O)NCc2ccccn2)c2ccccc21
13) O=C(NNC(=O)c1ccco1)c1ccccc1
14) O=C(CSCc1ccccc1)NCCc1ccc(F)cc1
15) CC1CCCCN1C(=O)COC(=O)c1ccc(N2CCCC2=O)cc1 (stereo not given)
16) Cc1ccc(-c2c(C(=O)NCc3ccccc3)oc(=O)c3ccccc23)cc1
screen / no.,9,10,11,12,13,14,15,16
ABCB6 inh MLPCN,91,91,100,95,104,95,96,101
aDG glyco act,0.4,0.1,2.2,-0.1,0.0,0.1,-0.1,-0.2
Granule exo inh,-4,-2,3,-4,-1,6,-2,0
MC4R antagonist,6,15,17,5,2,-6,4,9
TLR9-MyD88 block,-11,-6,-6,2,-1,-5,7,8
MC4R ag barr,11*,-1.6,-0.7,-0.8,-0.4,-1.0,-1.2,-0.7
N-glyco inh,0,2,-6,13,2,0,1,-2
NOD2 RIPK2 PPI,2,-2,-2,-6,3,2,3,5
ABHD5-PLIN5 inh,3,5,-8,-1,3,-2,-2,-4
Vif inh,1,-5,-6,9,0,-1,5,-4

17) CC(C)(CO)NCc1cccc(OCc2ccc(Cl)cc2)c1
18) COc1ccc(N2C(=O)C(F)(F)C2c2ccc(C)cc2)cc1OC (stereo not given)
19) CCOC(=O)c1cc2c(n(-c3ccccc3)c1=O)CC(C)(C)CC2=O
20) O=C(COc1cc2oc(=O)c3c(c2cc1Cl)CCC3)NCCCn1ccnc1
21) COc1cccc(OCCNC(=O)c2cc([N+](=O)[O-])cc([N+](=O)[O-])c2)c1
22) NS(=O)(=O)c1cccc(NC(=O)CSc2nnc3n2CCCCC3)c1
23) COC(=O)Cc1ccc(NC(=S)NNC(=O)c2ccccc2Br)cc1
24) Cc1ccc(N=Cc2c(O)n(-c3nccs3)c(=O)c3ccccc23)c(C)c1
screen / no.,17,18,19,20,21,22,23,24
ABCB6 inh MLPCN,93,99,101,97,101,93,103,98
aDG glyco act,1.0,-0.1,0.2,0.1,-0.1,-0.1,-0.2,-0.3
Granule exo inh,1,-2,-1,2,-3,-2,0,-3
MC4R antagonist,-5,4,3,6,12,2,-3,16
TLR9-MyD88 block,3,5,5,-19,-6,-3,-4,-18
MC4R ag barr,0.2,-1.1,0.2,-2.0,0.7,0.4,-0.7,0.4
N-glyco inh,-2,-1,3,3,2,2,2,0
NOD2 RIPK2 PPI,-3,3,5,5,-5,-9,-8,-12
ABHD5-PLIN5 inh,13,-5,-4,-4,-2,-2,-14,-2
Vif inh,-5,1,-1,2,-3,3,-6,3

25) CC(C)(C)NC(=O)C(C1CC1)n1c(=O)c(-c2cc3ccccc3[nH]2)nc2ccccc21 (stereo not given)
26) Cc1ccc(C(=O)CCC(=O)Nc2ccccc2C)c(C)c1
27) O=C(/C=C/N1CCN(Cc2ccccc2)CC1)C(F)(F)F
28) O=C(C1CC1)N1CCc2cc(Br)cc(S(=O)(=O)NCc3ccc4c(c3)OCO4)c21
29) Cc1ccc(C2CC(=O)NC(SCC(=O)Nc3nccs3)=C2C#N)cc1 (stereo not given)
30) CCCCOC(=O)c1cc(=O)[nH]c(=O)[nH]1
31) CN1CCN(C(=O)NC2CCCN2S(=O)(=O)c2ccc(Cl)cc2)CC1 (stereo not given)
32) CC(C)COc1ccc(C(=O)Nc2ccc(NC(=O)c3ccco3)c(Cl)c2)cc1
screen / no.,25,26,27,28,29,30,31,32
ABCB6 inh MLPCN,nt,94,98,86,105,101,96,88
aDG glyco act,2.0,-0.1,0.3,0.2,0.2,0.7,0.0,0.1
Granule exo inh,6,-6,-1,6,-1,-2,-1,2
MC4R antagonist,nt,-2,3,8,0,3,2,3
TLR9-MyD88 block,nt,-3,4,-5,0,7,5,-1
MC4R ag barr,nt,0.9,-1.2,-2.1,-0.4,2.5,0.3,40*
N-glyco inh,nt,-1,-3,-1,-4,-1,1,0
NOD2 RIPK2 PPI,42*,-5,-1,-5,-11,-3,-9,-3
ABHD5-PLIN5 inh,-13,-6,-1,3,-8,1,6,-3
Vif inh,nt,1,3,-11,11,-10,-4,5

33) CN(C)S(=O)(=O)N1CCN(CC(=O)Nc2ccc(F)cc2)CC1
34) CCOC(=O)N1CCC(N2CCN(C3CCCC3)C(CCO)C2)CC1 (stereo not given)
35) CC1(C)C2CCC1(C(=O)O)c1nc3ccccc3nc12 (stereo not given)
36) N/C(=N\OC(=O)CCn1cccc(C(F)(F)F)c1=O)c1ccc(OC(F)(F)F)cc1
37) C[C@@H](C(=O)Nc1ccccc1N1CCOCC1)N1C(=O)C2CC=CCC2C1=O (stereo not given in full)
38) CCC(CC)c1nnc(NC(=O)c2c(C)nn(Cc3ccccc3Cl)c2C)s1
39) O=C1OCCN1S(=O)(=O)Nc1ccccc1
40) O=C(/C=C/c1ccc([N+](=O)[O-])cc1)NCCc1ccc(F)cc1
screen / no.,33,34,35,36,37,38,39,40
ABCB6 inh MLPCN,95,103,96,99,106,98,102,101
aDG glyco act,-0.1,-0.2,-0.3,-0.1,2.9,1.3,0.0,0.2
Granule exo inh,-3,0,-2,-5,-3,1,16,-3
MC4R antagonist,23,9,2,1,2,-2,0,14
TLR9-MyD88 block,-3,3,2,nt,6,3,13,5
MC4R ag barr,0.8,-1.0,-2.5,1.6,-1.1,1.4,0.7,1.5
N-glyco inh,0,1,0,3,2,-3,0,-2
NOD2 RIPK2 PPI,-4,-6,-2,-6,-2,7,-5,2
ABHD5-PLIN5 inh,0,0,2,-2,-3,-1,-2,-5
Vif inh,-5,10,4,-5,-5,-2,-14,-7

41) O=C(NC(CO)C(=O)OCc1ccccc1)OCc1ccccc1 (stereo not given)
42) c1ccc2c(c1)CCCn1nnnc1-2
43) CCC(C)(C)NC(=O)C1CCN(c2nc(OC)nc(OC)n2)CC1
44) O=C(NCCc1c[nH]c2ccccc12)C1CCN(S(=O)(=O)c2ccccc2F)CC1
45) Cc1ccc(Cn2c(=N)c(C(=O)NC3CCCCC3)cc3c(=O)n4ccccc4nc32)cc1
46) CCOC(=O)C1=C(COC(=O)C2CC(=O)N(c3ccccc3CC)C2)NC(=O)NC1C (stereo not given)
47) Cc1nn(-c2ccccc2)cc1/C=N/NS(=O)(=O)c1ccccc1
48) Cc1c(CCO)c(=O)n2c([nH]c3ccccc32)c1C#N
screen / no.,41,42,43,44,45,46,47,48
ABCB6 inh MLPCN,101,99,96,91,102,97,100,99
aDG glyco act,0.1,-0.1,-0.1,-0.2,0.7,-0.1,0.5,0.0
Granule exo inh,-4,-3,-1,40,8,-6,0,5
MC4R antagonist,6,0,5,24,-4,9,23,-28
TLR9-MyD88 block,-14,7,3,0,-18,-2,-10,-2
MC4R ag barr,-2.5,-1.2,-2.1,-0.2,-1.7,-1.2,0.5,-2.0
N-glyco inh,1,-2,-2,-3,-8,-1,2,2
NOD2 RIPK2 PPI,-2,-10,-2,-3,-24,-3,-5,5
ABHD5-PLIN5 inh,-6,3,3,1,-6,-4,-1,4
Vif inh,1,-13,nt,1,-3,-6,6,5

49) O=C(CCc1ccccc1)N=C1SC2CS(=O)(=O)CC2N1c1ccccc1 (stereo not given)
50) c1csc(-c2nc3nc4ccccc4nc3n2Cc2ccc3c(c2)OCO3)c1
51) Cc1ccc(OCC(=O)Nc2ccc(N3CCOCC3)cc2)c([N+](=O)[O-])n1
52) CN1CN=C(NS(=O)(=O)c2ccc([N+](=O)[O-])cc2)NC1
53) CCCCc1cc(=O)oc2cc(C)cc(OCC(=O)N3CCC(C(N)=O)CC3)c12
54) Cn1cc(S(=O)(=O)NCC2CCCO2)c(=O)n(C)c1=O (stereo not given)
screen / no.,49,50,51,52,53,54
ABCB6 inh MLPCN,98,98,97,93,97,98
aDG glyco act,0.0,-0.1,0.6,-0.2,-0.2,0.0
Granule exo inh,-1,2,-2,0,5,-1
MC4R antagonist,2,15,10,-1,13,3
TLR9-MyD88 block,9,-2,-3,1,-2,7
MC4R ag barr,-2.0,-0.8,-0.7,0.1,-1.7,-0.4
N-glyco inh,-2,-4,-2,4,1,3
NOD2 RIPK2 PPI,6,-6,3,-11,-12,4
ABHD5-PLIN5 inh,-6,-3,3,-8,0,-1
Vif inh,18,0,0,-1,8,-2

Of the compounds above, these contain fluorine:
9) O=C(Cc1c(O)c2ccccc2oc1=O)c1ccc(F)cc1
14) O=C(CSCc1ccccc1)NCCc1ccc(F)cc1
18) COc1ccc(N2C(=O)C(F)(F)C2c2ccc(C)cc2)cc1OC (stereo not given)
27) O=C(/C=C/N1CCN(Cc2ccccc2)CC1)C(F)(F)F
33) CN(C)S(=O)(=O)N1CCN(CC(=O)Nc2ccc(F)cc2)CC1
36) N/C(=N\OC(=O)CCn1cccc(C(F)(F)F)c1=O)c1ccc(OC(F)(F)F)cc1
40) O=C(/C=C/c1ccc([N+](=O)[O-])cc1)NCCc1ccc(F)cc1
44) O=C(NCCc1c[nH]c2ccccc12)C1CCN(S(=O)(=O)c2ccccc2F)CC1
screen / no.,9,14,18,27,33,36,40,44
ABCB6 inh MLPCN,91,95,99,98,95,99,101,91
aDG glyco act,0.4,0.1,-0.1,0.3,-0.1,-0.1,0.2,-0.2
Granule exo inh,-4,6,-2,-1,-3,-5,-3,40
MC4R antagonist,6,-6,4,3,23,1,14,24
TLR9-MyD88 block,-11,-5,5,4,-3,nt,5,0
MC4R ag barr,11*,-1.0,-1.1,-1.2,0.8,1.6,1.5,-0.2
N-glyco inh,0,0,-1,-3,0,3,-2,-3
NOD2 RIPK2 PPI,2,2,3,-1,-4,-6,2,-3
ABHD5-PLIN5 inh,3,-2,-5,-1,0,-2,-5,1
Vif inh,1,-1,1,3,-5,-5,-7,1
